bovine MsrA act = bovine MsrA enzyme activators, primary screen, biochemical, absorbance, HTS; purified bovine MsrA, absorbance read-out; activation, % at 10.6 µM; hit rate 0.3% among 360,000; AID 602163, 2012; in the data active = activation above about 7.5%;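 note: 0% = vehicle and 100% = reference activator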
eLon inh = inhibitors of E. coli Lon protease, primary screen, biochemical, fluorescence polarization; P0A9M0; purified E. coli Lon protease; inhibition, % at 7.94 µM; hit rate 0.42% among 360,000; in the data active = inhibition above about 13%, passing the limit was not always enough;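 note: 0% = enzyme with probe and DMSO and 100% = no enzyme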
MsrA inhibitor = bovine MsrA enzyme inhibitors, primary screen, biochemical, absorbance, HTS; hit rate 0.75% among 360,000; purified bovine MsrA, absorbance read-out; inhibition, % at 15.5 µM; Methionine sulfoxide reductase A (Bos taurus); in the data active = inhibition above about 4.5%;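 note: 0% = vehicle wells with enzyme and 100% = reference inhibitor wells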
Rin1-Abl PPI inh = inhibitors of Rin1-Abl protein binding, primary screen, biochemical, TR-FRET. hit rate 0.4% among 360,000. inhibition, % at 7.35 µM. Tyrosine-protein kinase ABL1 (Homo sapiens) + Ras and Rab interactor 1 (Homo sapiens), …; in the data active = inhibition above about 5%, passing the limit was not always enough
Target sequence (P00519 whole entry, looked up): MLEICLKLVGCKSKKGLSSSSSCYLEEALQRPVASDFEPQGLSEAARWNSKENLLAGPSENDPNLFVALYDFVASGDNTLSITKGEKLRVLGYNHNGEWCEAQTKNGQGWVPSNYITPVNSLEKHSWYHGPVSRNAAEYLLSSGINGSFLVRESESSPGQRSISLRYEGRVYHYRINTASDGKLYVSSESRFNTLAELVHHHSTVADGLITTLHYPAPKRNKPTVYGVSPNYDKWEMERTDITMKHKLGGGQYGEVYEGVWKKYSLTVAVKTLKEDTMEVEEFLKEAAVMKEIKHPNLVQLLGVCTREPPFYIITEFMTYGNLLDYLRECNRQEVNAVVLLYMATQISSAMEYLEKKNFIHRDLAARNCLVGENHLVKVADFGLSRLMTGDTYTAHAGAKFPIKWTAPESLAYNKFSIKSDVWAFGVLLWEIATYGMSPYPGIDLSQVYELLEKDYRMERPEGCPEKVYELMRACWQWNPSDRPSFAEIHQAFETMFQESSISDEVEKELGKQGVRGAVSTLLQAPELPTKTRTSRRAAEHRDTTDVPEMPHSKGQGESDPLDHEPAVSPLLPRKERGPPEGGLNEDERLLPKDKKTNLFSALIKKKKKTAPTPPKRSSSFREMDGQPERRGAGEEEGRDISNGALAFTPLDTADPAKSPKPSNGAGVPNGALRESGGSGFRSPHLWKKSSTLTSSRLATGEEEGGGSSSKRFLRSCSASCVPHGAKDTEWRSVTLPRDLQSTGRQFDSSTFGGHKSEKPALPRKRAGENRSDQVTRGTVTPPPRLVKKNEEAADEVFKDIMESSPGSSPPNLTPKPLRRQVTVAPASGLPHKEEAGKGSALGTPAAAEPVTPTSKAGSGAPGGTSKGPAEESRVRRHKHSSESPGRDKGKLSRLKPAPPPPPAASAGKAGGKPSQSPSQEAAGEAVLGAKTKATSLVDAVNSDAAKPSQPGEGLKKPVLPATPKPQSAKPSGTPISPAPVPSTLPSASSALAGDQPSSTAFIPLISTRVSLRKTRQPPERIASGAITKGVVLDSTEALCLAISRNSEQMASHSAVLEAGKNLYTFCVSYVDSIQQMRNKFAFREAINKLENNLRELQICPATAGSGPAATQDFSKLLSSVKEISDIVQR
Target sequence (Q13671 whole entry, looked up): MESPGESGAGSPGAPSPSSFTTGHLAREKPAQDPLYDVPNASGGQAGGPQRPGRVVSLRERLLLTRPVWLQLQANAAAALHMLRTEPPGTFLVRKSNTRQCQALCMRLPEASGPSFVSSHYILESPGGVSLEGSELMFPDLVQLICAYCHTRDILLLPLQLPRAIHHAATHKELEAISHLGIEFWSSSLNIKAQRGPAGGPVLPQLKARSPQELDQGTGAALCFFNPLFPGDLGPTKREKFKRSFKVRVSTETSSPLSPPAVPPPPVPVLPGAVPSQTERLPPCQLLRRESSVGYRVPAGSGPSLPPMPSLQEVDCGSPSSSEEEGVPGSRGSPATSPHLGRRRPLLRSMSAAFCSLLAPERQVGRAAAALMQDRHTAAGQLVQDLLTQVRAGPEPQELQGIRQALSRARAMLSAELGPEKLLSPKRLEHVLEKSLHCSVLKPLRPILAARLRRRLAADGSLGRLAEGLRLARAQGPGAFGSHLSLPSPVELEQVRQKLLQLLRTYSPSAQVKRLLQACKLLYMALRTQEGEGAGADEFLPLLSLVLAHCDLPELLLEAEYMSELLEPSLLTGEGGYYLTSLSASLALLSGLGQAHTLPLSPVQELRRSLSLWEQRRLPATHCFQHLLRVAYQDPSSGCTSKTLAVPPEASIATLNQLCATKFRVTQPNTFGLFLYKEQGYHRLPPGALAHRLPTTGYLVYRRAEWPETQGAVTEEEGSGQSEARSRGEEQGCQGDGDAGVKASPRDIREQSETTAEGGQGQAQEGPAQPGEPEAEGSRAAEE
TbMetRS inhib = T. brucei MetRS inhibitors, primary screen, biochemical, luminescence; inhibition, % at 11.9 µM; methionyl-tRNA synthetase (Trypanosoma brucei brucei); hit rate 0.4% among 360,000; AID 624268, 2012; purified T. brucei MetRS, ATP depletion, Kinase-Glo luminescence;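 active = inhibition above a per-plate cutoff of the control wells' mean inhibition plus 3 SD, cut at about 5.5% in these data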;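 note: 0% = DMSO wells median and 100% = median of wells with control inhibitor compound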
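assay system = parasite MetRS enzyme | timing = 15 min preincubation, 2 h reaction, all 25 °C | evaluation = percent inhibition relative to median high and low control wells | medium = HEPES buffer containing pyrophosphatase, BSA, spermine, DTT | compound = single dose, 11.9 µM final nominal, 0.9% final DMSO | detection = Kinase-Glo luminescence, ATP depletion format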
FAS-TE inh = FAS thioesterase domain inhibitors, primary screen, biochemical, fluorescence intensity, uHTS; Fatty acid synthase (Homo sapiens), P49327; recombinant FAS-TE, OMFH fluorogenic substrate, fluorescence endpoint; inhibition, % at 15 µM; hit rate 0.67% among 360,000; AID 602261, 2012;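 active = compounds whose normalised, plate-corrected inhibition of enzyme fluorescence in the single-dose primary screen is 50% or more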;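 note: 0% = DMSO with enzyme and 100% = substrate without enzyme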
PABP1 MLLE inh = inhibitors of PABP1 MLLE–PAM2 peptide binding, primary screen, biochemical, fluorescence polarization, FITC-PAM2, GST-MLLE; inhibition, % at 20 µM; Polyadenylate-binding protein 1 (Homo sapiens), P11940; AID 588489, 2011; hit rate 0.36% among 360,000; in the data active = inhibition above about 35%, passing the limit was not always enough;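 note: plate controls were DMSO wells with GST-MLLE for no effect and wells lacking GST-MLLE protein for full effect; some results filed as inactive read as strong as hits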
Neddyl block = inhibitors of cullin neddylation, primary screen, biochemical, TR-FRET, uHTS, NAE and Ubc12. NEDD8-conjugating enzyme Ubc12 (Homo sapiens) + NEDD8-activating enzyme E1 regulatory …. calls only at 25 µM. hit rate 0.58% among 360,000. AID 651699, 2012; in the data active = inhibition above about 36%
CSN inh = inhibitors of CSN-mediated cullin deneddylation, primary screen, biochemical, fluorescence polarization, uHTS; AID 651999, 2013; COP9 signalosome complex subunit 5 (Homo sapiens), Q92905; hit rate 0.38% among 360,000; Purified CSN, SCF-Nedd8-OG deneddylation; inhibition, % at 12.5 µM;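 active = pattern-corrected inhibition above about 35%, with an unprinted fluorescence ratio check between 0.5 and 1.5, limit read from the data, passing the limit was not always enough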;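 note: 0% = enzyme with substrate and 100% = substrate without enzyme; some results filed as inactive read as strong as hits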
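Material: purified human Csn5 enzyme expressed in HEK293T cells / Medium: Tris buffer pH 7.5, NaCl, DTT, Tween-20, trehalose, ovalbumin / Compound dosing: 12.5 µM single point / Schedule: 90 min incubation of compound, enzyme and substrate at room temperature / Signal: fluorescence polarization of the substrate / Control set: no-enzyme wells high, enzyme-with-substrate wells low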
Active calls of the source: *; i = inactive; nt = no result given.

smiles	bovine MsrA act	eLon inh	MsrA inhibitor	Rin1-Abl PPI inh	TbMetRS inhib	FAS-TE inh	PABP1 MLLE inh	Neddyl block	CSN inh
Cc1ccn2c(=O)nc(SCC(=O)OCc3ccccc3)nc2c1	-5	-7	1.3	-2	-0.4	0	-16	i	2
CCN(CC(=O)NCc1ccc(F)cc1)C(=O)CN1CCN(c2ccc(OC)cc2)CC1	1	-3	-0.6	-1	-0.3	-2	-55	i	-3
CSCCC(NS(=O)(=O)c1cccs1)C(=O)NCc1ccc(C)cc1 (stereo not drawn)	-1	7	-0.2	-3	0.0	-2	-69	i	5
O=[N+]([O-])c1ccc(NC(=S)NCC(c2cccnc2)N2CCOCC2)cc1 (stereo not drawn)	-5	-15	0.1	-5	-0.3	-7	29	i	-2
CCc1nn(C(C)C(=O)NCc2cccc(Cl)c2)c(=O)c2cc3occc3n12 (stereo not drawn)	-2	-6	0.9	-4	-0.2	5	-6	i	1
CCN(CC)C(=O)N1CCc2ccccc21	-4	0	-0.9	2	-0.5	-7	-14	i	3
Clc1ccc(OCc2nn3c(-c4ccco4)nnc3s2)cc1	-1	1	0.7	-2	0.5	8	-11	i	-11
CCn1c(/C=C/c2ccc([N+](=O)[O-])o2)nc2ccccc2c1=O	1	-7	1.0	-2	0.1	-4	-19	i	34
CC(N)c1csc(NC(=O)Nc2cccc(C(F)(F)F)c2)n1 (stereo not drawn)	-2	3	0.3	1	-0.1	-8	1	i	5
O=C(Cc1ccc(Cl)cc1)Nc1cc(Cl)ccn1	3	-5	0.5	0	-0.8	13	-5	i	0
COc1cc(OC)cc(C(=O)NNS(=O)(=O)c2ccc(F)cc2)c1	-5	-7	0.5	0	-0.9	-6	-2	i	-3
Cc1cc(-c2ccc(C(C)C)c(S(=O)(=O)N3CCC(C)CC3)c2)on1	-3	11	0.3	2	-1.0	30	-4	i	0
Cn1nc(C(=O)NCc2cccs2)c2ccccc2c1=O	-3	-4	0.2	0	-0.3	-12	-2	i	5
O=C(COC(=O)COc1ccccc1)Nc1ccccc1OC(F)F	0	13	0.3	1	-0.2	-5	6	i	-3
O=C(OCc1ccccn1)c1ccc(COc2ccccc2Cl)o1	-1	4	-0.2	0	0.3	13	9	i	-3
C=CCn1c(SCC(=O)NC2CCS(=O)(=O)C2)nc2sc(CC)cc2c1=O (stereo not drawn)	-6	-3	-0.7	-1	-0.6	-3	-2	i	4
NS(=O)(=O)c1ccc(-n2ncc3c(=O)[nH]c(SCC(=O)Nc4nccs4)nc32)cc1	0	-1	-0.3	1	0.1	1	-40	i	6
O=C(NCCS(=O)(=O)N1CCN(c2ccccc2)CC1)C1CC(=O)N(c2ccc(F)cc2)C1 (stereo not drawn)	-1	5	0.8	1	0.1	-5	-4	i	1
Cc1ccccc1/C=C/C(=O)N1CCOCC1	-5	13	0.5	0	-1.0	-4	-5	i	2
Cc1cc(OC(=O)c2ccc(F)cc2)c([N+](=O)[O-])c(=O)[nH]1	-2	2	1.7	-2	-0.1	-6	-7	i	2
O=C(O)c1ccccc1C=NNc1ccccn1	-8	-1	0.5	3	-0.1	-5	10	i	-3
O=C(C1CCC1)N1CCc2cc(S(=O)(=O)NCc3ccccn3)ccc21	-2	7	1.9	1	-0.5	-2	-5	i	3
CCOC(=O)N1CCC(n2c(SCC(=O)NCCC3=CCCCC3)nc3ccccc3c2=O)CC1	-2	-4	-0.4	-1	-0.9	19	-3	i	4
CC(C)CN1C(=O)C(=O)N(CC(=O)N2c3ccccc3NC(=O)CC2C)C1=O (stereo not drawn)	-1	-4	-0.8	0	0.2	-6	6	i	-3
Cc1nc(N2CCOCC2)c2c(C)c(C(=O)Nc3ccc(F)cc3Cl)sc2n1	0	-1	1.4	-1	0.4	-1	-4	i	-3

Following part.
smiles	bovine MsrA act	eLon inh	MsrA inhibitor	Rin1-Abl PPI inh	TbMetRS inhib	FAS-TE inh	PABP1 MLLE inh	Neddyl block	CSN inh
Cc1ccc(C)c(NNC(=O)C(=O)NNc2cc(C)ccc2C)c1	-6	-2	1.2	-1	-0.6	-8	-2	i	1
N=c1oc2ccccc2cc1C(=O)NCc1ccccc1	-4	-9	1.4	-1	-0.1	-4	-57	i	2
COc1cc(OC)c(C2=Nc3ccc(Br)cc3C(c3ccccc3)N2CC(=O)NN)cc1OC (stereo not drawn)	-6	2	2.3	2	-0.5	-7	-3	i	-3
C=CCOc1ccc(/C=C2\C(=N)N3N=C(S(=O)(=O)CC)SC3=NC2=O)cc1OC	0	-1	2.1	2	0.2	0	-14	i	4
COc1cccc(Nc2ccc(-n3ccnc3)nn2)c1	-3	3	1.0	-3	-0.1	-5	-4	i	-2
CCNC(=O)COC(=O)c1cc(-c2ccccc2)nn1-c1ccccc1	-4	-1	-1.7	2	-0.7	-6	8	i	1
Nn1c(SCC(=O)Nc2nnc(-c3ccccc3)o2)nnc1C1CC1	-5	2	-0.7	3	-0.4	-5	-11	i	2
O=C(NCc1ccccc1)c1cnc2n(c1=O)CCS2	-15	2	0.1	-1	-0.1	-10	7	i	2
CCCCCCC(=O)N(O)C1CC(=O)N(c2ccc(Cl)cc2)C1=O (stereo not drawn)	-10	6	0.0	-3	-0.7	13	23	i	3
Cc1ccc(C(=O)N/C(=C/c2ccco2)C(=O)N2CCC(C)CC2)cc1	-2	-28	1.7	0	0.3	-6	-14	i	7
Cc1ccc(S(=O)(=O)C[C@@H]2OC[C@H](Cc3ccccc3)N2S(=O)(=O)c2ccc(C)cc2)cc1	nt	nt	1.9	nt	0.4	nt	nt	i	-8
COc1ccccc1NS(=O)(=O)c1cc(NC(=O)c2ccco2)ccc1N1CCOCC1	-3	8	0.1	1	-0.1	14	1	i	-5
COc1ccc(S(=O)(=O)c2c(O)c3ccc(C(=O)Nc4ccc(F)cc4)cc3[nH]c2=O)cc1	-10	-5	1.5	1	-1.0	-6	3	i	-1
CN(CC(=O)Nc1ccc(F)cc1)C(=O)Cc1ccsc1	-4	-15	1.6	3	-0.4	-10	13	i	-3
O=C(Nc1ccc(Cl)cc1F)C1CC(=O)N(Cc2ccco2)C1 (stereo not drawn)	-6	4	-0.6	0	-0.6	-2	10	i	0
CNc1nnc(-c2cc3cc(Cl)ccc3oc2=O)s1	-4	-12	-0.5	-10	-0.6	1	-15	i	5
CSc1ccccc1NC(=O)COC(=O)CSc1ccc(C)cc1	0	-4	0.0	-1	0.1	-3	11	i	0
C#CCNC(=O)C1=C[C@H](C2CCCCC2)C[C@H](OCCCCO)O1	-4	10	-0.4	2	-0.3	-10	9	i	-6
Cc1ccc(-n2nnnc2-c2ccco2)cc1	-1	1	1.3	2	-0.3	-6	5	i	4
O=c1[nH]nc2c3ccccc3occ1-2	nt	nt	0.2	nt	-0.2	nt	nt	i	1
CN(C)c1ccc(C(=O)/C=C/c2ccco2)cc1	-7	-20	2.3	-4	-0.7	-3	-4	i	34
CCOC(=O)N1CCN(C(=O)CSc2ccc(-c3ccncc3)nn2)CC1	-2	-5	-0.7	-5	-0.5	-6	13	i	-8
CC(C)NS(=O)(=O)c1ccc(CCC(=O)N2CCc3ccccc3C2)cc1	-2	5	0.2	0	0.4	0	11	i	-10
CC(C)C[C@H]1CN(CCCC[C@@H]2CNC(=O)C(=O)N2Cc2ccccc2)C(=O)C(=O)N1Cc1ccccc1	0	0	-0.6	nt	0.4	-10	nt	i	2
CC(=O)N1CCN(c2ccccc2NC(=O)c2ccc3ccccc3c2)CC1	-5	-3	1.4	-2	-0.9	-2	0	i	1

Next part:
smiles	bovine MsrA act	eLon inh	MsrA inhibitor	Rin1-Abl PPI inh	TbMetRS inhib	FAS-TE inh	PABP1 MLLE inh	Neddyl block	CSN inh
O=C(CN(Cc1ccco1)C(=O)c1cc(=O)[nH]c2ccccc12)Nc1ccccc1Br	2	0	1.3	0	-0.4	-6	-17	i	-4
C=CCN1[C@@H](Cc2ccccc2)COc2cc(N3CCSCC3)ccc2S1(=O)=O	1	-1	-0.6	nt	-0.2	16	nt	i	1
O=C(CCCc1cccs1)N1CCN(S(=O)(=O)c2ccccc2Br)CC1	-2	-2	0.4	0	-0.7	7	1	i	4
Cc1[nH]c2ccc(-c3nnc(SCC(=O)NCc4ccco4)n3Cc3ccccc3)cc2c1C	-9	-2	-0.2	2	-1.4	7	-136	i	0
Cc1ccc(-n2c(C)cc(/C=N/NC(=O)c3ccncc3)c2C)c(C)c1	0	-1	1.9	2	0.1	-2	5	i	-3
CC[n+]1c(/C=C2\Sc3ccccc3N2C)ccc2cccc(C)c21	6	-149	1.0	-55	0.4	-23	-156	i	70*
O=C(N/N=C/c1ccco1)c1ccc(N2CCCC2=O)cc1	-4	-7	4.1	-1	-0.7	-8	12	i	-7
Cc1ccc(S(=O)(=O)N2CCCCC2)cc1C(=O)N(C)CC(=O)Nc1ccc(Cl)c(C(F)(F)F)c1	-2	0	0.6	-1	0.7	32	-22	i	-8
COc1cccc(NC(=O)N(Cc2cc3cc(C)cc(C)c3[nH]c2=O)CC2COCCO2)c1 (stereo not drawn)	-4	-6	1.0	4	0.1	5	2	i	4
COc1cccc(-c2cc(C(=O)NC3CCCCC3)no2)c1	1	-12	-0.9	2	0.0	6	-18	i	-1
CCCCCCC1CCC(c2nc(-c3ccncc3)no2)CC1 (stereo not drawn)	-2	3	0.4	2	-0.8	-5	0	i	2
Oc1ccc(C[C@H]2CN([C@@H](Cc3ccccc3)CN3CCC[C@@H]3CN3C(=S)NC[C@@H]3Cc3ccccc3)C(=S)N2CC2CCCCC2)cc1	-2	-9	-0.1	2	-0.8	-54	-5	i	21
Cc1ccccc1SCC(=O)NCCCn1ccnc1	2	-7	-0.8	-1	-0.4	-10	17	i	-2
COc1cc2c(cc1OC)CN(CC(=O)Nc1ccccc1SC)CC2	-6	-3	1.0	5	-0.9	2	-4	i	0
COc1ccc(NC(=O)N(CCCN(C)C)Cc2cc3cc(OC)ccc3[nH]c2=O)cc1	-3	0	1.4	-1	-0.4	-8	-2	i	1
Cc1c(NC(=O)COC(=O)C2CC3C=CC2C3)c(=O)n(-c2ccccc2)n1C (stereo not drawn)	2	7	0.3	2	-0.1	-3	9	i	1

Looked up by structure from the list above (two):
smiles	bovine MsrA act	eLon inh	MsrA inhibitor	Rin1-Abl PPI inh	TbMetRS inhib	FAS-TE inh	PABP1 MLLE inh	Neddyl block	CSN inh
Cc1ccccc1SCC(=O)NCCCn1ccnc1	2	-7	-0.8	-1	-0.4	-10	17	i	-2
Cc1ccc(S(=O)(=O)N2CCCCC2)cc1C(=O)N(C)CC(=O)Nc1ccc(Cl)c(C(F)(F)F)c1	-2	0	0.6	-1	0.7	32	-22	i	-8

Screening results from PubChem.

No enrichment for hits; about 4% have a hit in one of these screens.
